Vif imaging: inhibitors of HIV Vif; HEK293T cells, Vif self-association by quenched fluorescence, imaging, 24 h; inhibition, % at 7.49 µM; 340,000 compounds, 0.35% hits; in the data active = inhibition above about 50%, passing the limit was not always enough; note: some results filed as inactive read as strong as hits
Exocytosis inh: blocks lytic granule exocytosis; inhibition, % at 10 µM; 360,000 compounds, 0.66% hits; TALL-104 LAMP-1 surface exposure, flow cytometry; cells stimulated with thapsigargin and PMA; AID 651702;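 active = inhibition above about 55%, limit read from the data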
MITF TRPM1 inh: inhibitors of MITF-driven TRPM1 promoter in melanoma cells; SK-MEL-5 TRPM1 promoter luciferase, 24 h; 330,000 compounds, 0.83% hits; inhibition, % at 12.5 µM;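 active = mean inhibition across replicates of 60% or more, whatever share of single replicates reaches that level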; note: values of inactives mirror those of a sister screen read the other way
Peg3 promoter: inhibitors of Peg3 promoter | HeLa PEG-Prom luciferase reporter, luminescence, overnight | inhibition, % at 20 µM | 360,000 compounds, 1.7% hits;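 active = inhibition of at least 50% at 20 µM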
NR2E3 ag-1: NR2E3 (human) agonism | Q9Y5X4 | GST-NR2E3/biotin-RetCOR TR-FRET, 1536-well | inhibition of corepressor binding, % at 4.78 µM | 320,000 compounds, 0.12% hits | AID 2300;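 active = percent inhibition above the cutoff of mean plus 3 SD of all tested compounds, set per screening campaign, cut at about 20% in these data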;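 note: 0% = DMSO wells and 100% = biotin wells as full block of FRET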
Target sequence (Q9Y5X4 whole entry, looked up): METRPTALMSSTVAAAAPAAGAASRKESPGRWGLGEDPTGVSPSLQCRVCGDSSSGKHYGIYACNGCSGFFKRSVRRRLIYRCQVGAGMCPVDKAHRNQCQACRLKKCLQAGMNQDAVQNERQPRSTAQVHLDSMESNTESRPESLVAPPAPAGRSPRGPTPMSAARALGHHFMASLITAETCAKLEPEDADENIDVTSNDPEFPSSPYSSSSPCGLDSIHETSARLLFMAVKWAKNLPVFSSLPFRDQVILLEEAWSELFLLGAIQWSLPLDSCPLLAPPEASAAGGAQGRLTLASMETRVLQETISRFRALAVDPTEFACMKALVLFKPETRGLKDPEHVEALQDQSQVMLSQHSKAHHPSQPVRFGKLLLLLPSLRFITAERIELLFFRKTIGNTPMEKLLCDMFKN
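Format: 1536-well format; test system: GST-NR2E3 and biotin-RetCOR proteins; read-out basis: percent inhibition of TR-FRET ratio; timing: 5 h incubation at 4 °C; detection: time-resolved FRET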
CaV13 FRET inh: Disruptors of the CACNA1D IQ motif to Ca2+-dependent inactivation inhibitor domain association, primary screening, Förster resonance energy transfer in intact living …; inhibition, % at 12.3 µM; HEK cells, CFP/YFP FRET ICDI-IQ, plate reader, 10 min; percent FRET-ratio fall versus neutral wells; 340,000 compounds, 0.098% hits; AID 743397;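 active = mean replicate inhibition of at least 30% and at least 1% of replicates passing that level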;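 note: 0% = median of the neutral control wells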
hiPSC survival: enhancers of human iPSC single-cell survival. hiPSC single-cell survival, ATPlite luminescence; 100% = ROCK inhibitor wells, 0% = DMSO. survival enhancement, % at 20 µM. 360,000 compounds, 0.044% hits. AID 602274; in the data active = survival enhancement above about 18%;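 note: cells exposed to compounds for 16 hours before the ATP read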
NR2E3 ag-2: human photoreceptor-specific nuclear receptor agonism. AID 602229. 360,000 compounds, 0.35% hits. Q9Y5X4. CHO-S Gal4-NCOR/VP16-NR2E3 two-hybrid, luciferase. inhibition of corepressor binding, % at 3.98 µM;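 active = inhibition above the mean of all tested compounds plus 3 SD, cut at about 70% in these data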;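 note: 0% = DMSO with NR2E3 transfected cells and 100% = cells lacking NR2E3 construct; higher means lower luciferase signal from less NR2E3 corepressor binding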
PDI inh: inhibitors of human protein disulfide isomerase; P07237; PDI insulin aggregation turbidity, A650, 90 min; inhibition, % at 10 µM; 350,000 compounds, 0.052% hits; AID 588391;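 active = mean inhibition across replicates of 30% or more, whatever share of single replicates reach that level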;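 note: absorbance from insulin aggregation driven by PDI reduction with DTT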
Target sequence (P07237 whole entry, looked up): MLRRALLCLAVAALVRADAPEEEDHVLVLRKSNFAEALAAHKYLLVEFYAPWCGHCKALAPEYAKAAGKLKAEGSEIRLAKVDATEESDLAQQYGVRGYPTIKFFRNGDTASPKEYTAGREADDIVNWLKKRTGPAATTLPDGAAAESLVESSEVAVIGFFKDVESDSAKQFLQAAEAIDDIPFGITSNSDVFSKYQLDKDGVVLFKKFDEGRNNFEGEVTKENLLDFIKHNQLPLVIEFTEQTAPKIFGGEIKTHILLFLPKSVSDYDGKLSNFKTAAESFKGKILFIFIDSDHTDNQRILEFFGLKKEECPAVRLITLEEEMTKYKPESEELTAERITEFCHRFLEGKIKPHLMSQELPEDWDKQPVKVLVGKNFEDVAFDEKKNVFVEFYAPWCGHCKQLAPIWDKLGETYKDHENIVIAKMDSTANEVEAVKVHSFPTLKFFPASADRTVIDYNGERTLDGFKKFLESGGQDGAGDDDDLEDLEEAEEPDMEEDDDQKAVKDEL
HIF-2a block: blocks HIF-2a reporter activity. 786-0 RCC cells HIF-2a reporter, luciferase luminescence, overnight. inhibition, % at 18.8 µM. AID 624352. 360,000 compounds, 0.72% hits;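 active = inhibition of the luminescence signal of 40% or more relative to plate controls, in a single-dose primary screen at 18.75 µM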
aDG glyco up: alpha-DG glycosylation activation. 360,000 compounds, 0.22% hits. activation, % at 10 µM. Pro5-aDG cells, alpha-DG glycosylation AlphaScreen (IIH6); 0% Pro5, 100% B10-LARGE cell signal;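 active = activation of at least 8% versus controls, or a plate z-score of at least 8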;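 note: Pro5 are CHO cells carrying HIG-tagged alpha-DG that lacks glycosylation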
Active calls of the source: *; . = no result given.

Values run as follows: Vif imaging | Exocytosis inh | MITF TRPM1 inh | Peg3 promoter | NR2E3 ag-1 | CaV13 FRET inh | hiPSC survival | NR2E3 ag-2 | PDI inh | HIF-2a block | aDG glyco up
- CCOC(=O)N1CCN(CCC(=O)Nc2cccc(Cl)c2C)CC1
    4 | 0 | 3 | 20 | 3 | -6 | -0.5 | -1 | 1 | 22 | -0.1
- NC(=O)C1=C[C@@H](c2ccc(C(F)(F)F)cc2)C[C@@H](OCCCCO)O1
    -18 | 7 | 2 | 6 | 1 | -5 | -2.1 | -10 | -4 | 4 | 0.1
- Cc1ccc(NC(=O)C(=O)NCCN2CCN(S(C)(=O)=O)CC2)cc1
    2 | 0 | 12 | 11 | -2 | -3 | 0.2 | 0 | 4 | 14 | -0.2
- O=C(NCCc1cccs1)C1CC(c2cccc([N+](=O)[O-])c2)=NO1 (stereo not given)
    -14 | -5 | -5 | -4 | -3 | -10 | 2.5 | -22 | 1 | -9 | -0.2
- COc1ccc2c(c1)c(=O)cc(C)n2CC(=O)NCc1ccco1
    -1 | -2 | 11 | 13 | 2 | 0 | -0.9 | -15 | -12 | 14 | 0.4
- O=C(Nc1ccnn1C1CCN(Cc2ccc(C#CCCO)cc2)CC1)c1cccc(F)c1
    3 | 0 | 12 | 14 | 5 | . | -0.5 | 0 | -7 | 3 | 0.0
- O=C(CCC1CCCC1)N1CCN(S(=O)(=O)c2ccc(Br)cc2)CC1
    3 | -2 | 6 | 20 | 5 | -5 | -0.2 | -20 | 9 | 13 | 0.1
- COc1ccc(Cl)cc1NC(=O)CCNS(=O)(=O)c1cccc2nonc12
    2 | -2 | 5 | 10 | 3 | -6 | -0.4 | -14 | 2 | 8 | -0.1
- CCOC(=O)c1c(N)sc2c1CCC(C)C2 (stereo not given)
    -9 | -2 | -16 | -26 | 1 | -1 | -1.5 | -7 | 0 | -9 | -0.3
- CCc1nc(SCC(=O)Nc2ccc(Br)cn2)n[nH]1
    -1 | -3 | 1 | -2 | -4 | -6 | 0.2 | 12 | -20 | -8 | -0.1
- Cc1cc(/C=N/NC(=O)C(O)(c2ccccc2)c2ccccc2)c(C)n1-c1ccccc1
    -14 | -4 | -1 | -3 | -2 | -6 | -2.0 | 0 | -6 | 5 | 0.3
- N#C/C(=C\c1ccc(OCCN2CCOCC2)cc1)C(=O)Nc1ccc(S(N)(=O)=O)cc1
    -1 | -3 | 5 | 4 | -4 | -2 | 0.3 | 3 | -3 | 11 | -0.3
- Cc1ccc(C2CCN(C(=S)Nc3cccc(Cl)c3)C2)cc1 (stereo not given)
    17 | 1 | -2 | -68 | 1 | -5 | -0.4 | -37 | -3 | -110 | 0.0
- Fc1ccc(CSc2ncnc3sc4c(c23)CCCC4)cc1
    -3 | -4 | -1 | 11 | 5 | . | -0.4 | 2 | 3 | -15 | 0.4
- COc1ccc(/C(O)=C2/C(=O)C(=O)N(Cc3cccnc3)C2c2ccco2)cc1OC (stereo not given)
    8 | -1 | 12 | -2 | 11 | -5 | -0.6 | -34 | 0 | 2 | 3.7
- CCCS(=O)(=O)Nc1c(C(=O)O)[nH]c2ccccc12
    -6 | -4 | 32 | -4 | 2 | -5 | 0.3 | -5 | 5 | -46 | 0.0
- CCn1c(SCC(=O)Nc2nc(-c3ccccc3)cs2)nc2c1c(=O)n(C)c(=O)n2C
    0 | -5 | 13 | 8 | -3 | -5 | 0.9 | 0 | -4 | 6 | 0.1
- Cc1cc(C(=O)COC(=O)c2ccccc2O)c(C)n1Cc1cccs1
    -20 | 4 | 90* | 91* | -2 | -8 | -3.9 | 91* | -4 | 90* | 0.7
- O=C(c1ccc(S(=O)(=O)c2cccc(Cl)c2)c([N+](=O)[O-])c1)N1CCN(c2ccccn2)CC1
    -2 | 7 | 44 | 53* | 1 | 6 | 0.0 | 14 | 4 | 40* | 5.5
- O=C(CCN1CCCCC1)NNC(=S)NC(=O)c1ccc(Br)cc1
    -8 | 2 | -5 | 0 | 0 | 4 | 0.3 | -39 | -5 | -15 | -0.4
- O=S(=O)(Cc1ccccc1)NCc1cccnc1
    . | 0 | 21 | 8 | -4 | -6 | -0.2 | 4 | 12 | -5 | 2.5
- Cc1ccc(CCC(=O)NCc2ccccc2)o1
    -4 | -3 | 6 | 5 | 3 | -10 | 0.7 | -23 | 6 | 5 | 0.2
- O=C(CS(=O)(=O)Cc1ccccc1)Nc1nc2ccccc2s1
    -5 | -6 | -6 | -5 | -3 | -4 | -4.7 | -19 | -2 | -22 | 0.2
- COc1ccc(S(=O)(=O)N2CCCC(C(=O)NCc3ccncc3)C2)cc1 (stereo not given)
    -2 | -3 | -2 | 0 | -2 | 1 | 1.9 | -15 | 0 | 12 | 0.1
- O=C1Nc2ccccc2/C1=N/N=C/c1ccc(-c2ccc([N+](=O)[O-])cc2)o1
    54* | -1 | 8 | 41 | . | 3 | 1.3 | 5 | 5 | 11 | -0.6
- Cc1cc(-c2nnc(SCC(=O)Nc3ccccn3)o2)no1
    1 | -5 | -6 | -89 | -2 | -3 | 0.5 | -2 | -1 | -43 | -0.1
- O=C(c1ccc(Br)s1)N1CCN(c2ccccn2)CC1
    -9 | -1 | -7 | -18 | 3 | -5 | 0.1 | 7 | -4 | -20 | 0.3
- COc1cc(CN2CCCC(CO)(Cc3ccccc3)C2)ccc1O (stereo not given)
    4 | 3 | -11 | -2 | 3 | -21 | -0.4 | 14 | 16 | 18 | 0.1
- COc1cccc(S(=O)(=O)Nc2ccc3c(c2)[C@@H]2C[C@@H](CC(=O)NCc4ccc(Cl)cc4)O[C@@H](CO)[C@@H]2O3)c1
    . | -1 | . | 13 | . | -6 | -0.5 | 7 | . | 5 | -0.3
- COc1ccc(C2(C)NC(=O)N(CC(=O)Nc3ccc4[nH]c(=O)[nH]c4c3)C2=O)cc1 (stereo not given)
    . | 1 | -4 | -9 | 3 | -5 | -0.4 | -7 | -2 | 8 | 0.0

Looked up by compound from the list above (3):
Values run as follows: Vif imaging | Exocytosis inh | MITF TRPM1 inh | Peg3 promoter | NR2E3 ag-1 | CaV13 FRET inh | hiPSC survival | NR2E3 ag-2 | PDI inh | HIF-2a block | aDG glyco up
- COc1ccc(S(=O)(=O)N2CCCC(C(=O)NCc3ccncc3)C2)cc1 (stereo not given)
    -2 | -3 | -2 | 0 | -2 | 1 | 1.9 | -15 | 0 | 12 | 0.1
- Fc1ccc(CSc2ncnc3sc4c(c23)CCCC4)cc1
    -3 | -4 | -1 | 11 | 5 | . | -0.4 | 2 | 3 | -15 | 0.4
- O=C(CCC1CCCC1)N1CCN(S(=O)(=O)c2ccc(Br)cc2)CC1
    3 | -2 | 6 | 20 | 5 | -5 | -0.2 | -20 | 9 | 13 | 0.1

A few values from the entries so far.
Entry for O=C(CCC1CCCC1)N1CCN(S(=O)(=O)c2ccc(Br)cc2)CC1 under Vif imaging: 3
Entry for Fc1ccc(CSc2ncnc3sc4c(c23)CCCC4)cc1 under HIF-2a block: -15
Entry for Cc1ccc(CCC(=O)NCc2ccccc2)o1 under Exocytosis inh: -3
Entry for CCc1nc(SCC(=O)Nc2ccc(Br)cn2)n[nH]1 under Exocytosis inh: -3

More results
SMILES,Vif imaging,Exocytosis inh,MITF TRPM1 inh,Peg3 promoter,NR2E3 ag-1,CaV13 FRET inh,hiPSC survival,NR2E3 ag-2,PDI inh,HIF-2a block,aDG glyco up
CSC1=NSC2=NC(=O)/C(=C\c3cccs3)C(=N)N12,-1,3,-78,-188,-1,-6,-0.6,-77,6,-224,0.3
COc1ccc(CNC(=O)COC(=O)CN2C(=O)NC3(CCCC3)C2=O)cc1,8,0,-9,14,-2,-6,-0.4,4,-11,10,-0.1
COc1cccc(CNc2nc3cc(-c4ccccc4CO)sc3c(=O)n2C)c1,.,0,.,22,.,-7,-2.0,-22,-1,-6,-0.1
Cc1cc(C2C(=O)NC(=O)C2=O)c(C)cc1Br (stereo not given),-3,16,3,9,.,-4,1.9,-29,-15,6,0.0
O=C(N=Nc1c(O)[nH]c2ccccc12)c1cc(-c2cccs2)[nH]n1,-4,-2,-13,-151,4,-4,-0.3,-18,2,-331,-0.2
Cc1ccc(-c2cc3c(nn2)-c2ccccc2C3=O)cc1,11,4,78*,76*,3,-4,-0.6,-54,11,27,0.5
COc1ccc(CCNC(=O)c2cnccn2)cc1,.,-1,.,-27,2,-7,1.2,7,-2,-39,-0.4
O=C(O)CP(=O)(c1ccccc1)c1ccccc1,12,-3,-2,-2,3,-2,-0.5,15,2,5,0.0
Cc1ccc(NC2(C(F)(F)F)N=C(c3ccccc3)NC2=O)nc1 (stereo not given),3,6,2,-6,-1,-3,-2.2,-2,-1,14,0.1
CCCC(=O)Nc1ccc(C(=O)COC(=O)C2=COCCO2)cc1,5,4,-14,-45,.,-7,1.1,-30,1,-16,0.0
Cc1ccc(C(=O)c2c3ccccc3[n+]([O-])n2CCC(N)=O)cc1,-13,-1,5,-2,-4,-10,1.3,-25,-4,-13,0.0
Cc1nc(C(=O)NCc2ccccc2)sc1C1(C)CC(c2cccnc2)=NO1 (stereo not given),.,-2,10,13,9,-10,-2.0,16,8,7,0.5
Cc1ccsc1C1C2=C(CCCC2=O)Nc2ncnn21 (stereo not given),28,-1,-2,-4,1,-5,-3.3,-19,4,11,0.0
Cc1ccc(NS(=O)(=O)c2ccc(C(=O)N3CCCCCCC3)cc2)cc1,-12,0,-6,12,2,-2,-0.3,40,3,10,0.1
COc1ccc(C(=O)Nc2ccc3c4c(cccc24)CC3)cc1,-14,4,-89,-205,2,-8,0.6,-90,-3,-295,0.2
CCOc1ccc(NC(=O)C2CC(=O)N(Cc3ccco3)C2)cc1 (stereo not given),-3,20,1,-6,3,-3,-0.1,-19,-6,-20,0.0
Cc1onc(-c2ccccc2)c1CNC(=O)Nc1ccc(C(F)(F)F)cc1,0,-1,3,26,-3,-5,-0.2,14,11,26,0.3
Cc1c(N)cc[n+](CC(=O)c2ccccc2)c1C,5,-2,16,16,4,-7,1.7,4,-2,13,0.1
CCC(C)C(NC(=O)c1ccccc1NC(=O)c1ccccc1)C(=O)O (stereo not given),14,1,1,8,-4,3,-0.3,1,1,6,0.0
N#Cc1ccc(S(=O)(=O)Nc2ccc3ccccc3n2)cc1,-1,15,-27,19,-7,-5,0.3,8,12,8,-0.1
COCCNC(=O)CCCCCn1c(=S)[nH]c2ccccc2c1=O,4,-3,-4,4,1,-4,-0.3,-4,-2,13,0.0
O=C(CSc1nc(C(F)(F)F)cc(=O)[nH]1)N1CCCC1,-1,5,6,22,-3,-1,1.4,-8,2,19,0.3
COc1ccccc1NC(=O)COC(=O)c1cc(C)nc2ccccc12,-5,4,12,11,-4,-7,0.4,-13,-5,3,-0.3
COc1ccc(NC(=S)N2CCN(S(=O)(=O)c3ccccc3)CC2)cc1,6,2,13,11,.,-6,-0.2,4,2,12,0.0

Screens (PubChem BioAssay)
